tuberculosis growth: growth inhibition of non-replicating M. tuberculosis (AID 488890); 320,000 compounds, 0.39% hits; Mycobacterium tuberculosis non-replicating, growth inhibition; higher % means a stronger effect; inhibition, % at 25 µM; hits with a dose series show IC50 in µM; in the data active = a potency from the dose series; inconclusive = inhibition mostly from about 82% at the one dose, without a potency; inactive = the rest, 99 in 100 with inhibition below about 76%;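 also: plate controls were DMSO cells for no effect and high antibiotic wells for full effect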
VEEV TC-83 Vero: inhibitors of VEEV TC-83 cytopathic effect, confirmation, Vero cells (AID 588727); Vero cells, VEEV TC-83 cytopathic effect inhibition; higher % means a stronger effect; 350,000 compounds, 0.13% hits; one-dose inhibition, % at 20 µM; IC50 in µM for titrated hits; in the data active = a potency from the dose series; inconclusive = inhibition mostly from about 14% at the one dose, without a potency; inactive = the rest, 99 in 100 with inhibition below about 12%; also: strong numbers were not always called active
H37Rv inhibition: M. tuberculosis growth inhibition, HTS (AID 449762). M. tuberculosis H37Rv growth inhibition, 7H9 media; higher % means a stronger effect. inhibition, % at 25 µM, or IC50 in µM where a hit was titrated. 330,000 compounds, 0.59% hits; in the data active = a potency from the dose series; inconclusive = inhibition above about 70% without an active follow-up result;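 also: bacterial growth assessed after seven days of incubation; strong numbers were not always called active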
H1N1 NS1A inhibition: H1N1 influenza NS1A inhibitors, functional cell based assay (AID 504329) | NS1A functional cell-based assay, percent inhibition; higher % means a stronger effect | 340,000 compounds, 0.3% hits | one-dose inhibition, % at 12.5 µM; IC50 in µM for titrated hits; in the data active = a potency from the dose series; inconclusive = inhibition above about 27% without an active follow-up result; also: strong numbers were not always called active
Salmonella PhoP GFP: Inhibition of PhoP regulon, Salmonella typhi GFP reporter cells, confirmation, 4 h (AID 1850); Salmonella Typhi PhoP-promoter GFP reporter, fluorescence, 4 h; higher % means a stronger effect; inhibition, % at 50 µM; hits with a dose series show IC50 in µM; 310,000 compounds, 0.33% hits; in the data active = a potency from the dose series; inconclusive = inhibition mostly from about 25% at the one dose, without a potency; inactive = the rest, 99 in 100 with inhibition below about 19%;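 also: 0% = induced wells with vehicle and 100% = uninduced wells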
VEEV TC-83 Vero 10K pilot screen: recorded beside VEEV TC-83 Vero, whose call it bears; inhibition, %; measured here: 10K pilot screen inhibition
Numbers without * were called inactive; i = inactive; ? = inconclusive; nt = not tested or not shown. Outcome played no part in choosing rows; any-hit rate near 1.5%.

Start of the listing, in advance (three entries):
SMILES	tuberculosis growth	VEEV TC-83 Vero	H37Rv inhibition	H1N1 NS1A inhibition	Salmonella PhoP GFP	others
CCOc1ccccc1C(=O)NN1C(=O)CCC1=O	30%	1.1%	3%	-4%	-5%
CCC(C)NC(=O)Cn1nc([N+](=O)[O-])c(Cl)c1C (stereo not given)	-8%	0.6%	-1%	-3%	0%
CCOC(=O)CN1C(=O)N[C@@H](CCc2ccccc2)[C@H](C(=O)OC)[C@H]1C	-19%	0.6%	-7%	4%	-4%

This part in full, repeating the preview:
SMILES	tuberculosis growth	VEEV TC-83 Vero	H37Rv inhibition	H1N1 NS1A inhibition	Salmonella PhoP GFP	others
CCOc1ccccc1C(=O)NN1C(=O)CCC1=O	30%	1.1%	3%	-4%	-5%
CCC(C)NC(=O)Cn1nc([N+](=O)[O-])c(Cl)c1C (stereo not given)	-8%	0.6%	-1%	-3%	0%
CCOC(=O)CN1C(=O)N[C@@H](CCc2ccccc2)[C@H](C(=O)OC)[C@H]1C	-19%	0.6%	-7%	4%	-4%
CCOc1ccc(CNC(=O)CCCn2ccc3cc(S(=O)(=O)N4CCCC4)ccc32)cc1	30%	4.7%	6%	7%	6%
Cc1ccc(C)c(NC(=S)N2CCN(S(C)(=O)=O)CC2)c1	-10%	1.9%	-7%	-7%	-6%
CC(SCC(=O)Nc1ccccc1Br)c1nc2ccccc2c(=O)[nH]1 (stereo not given)	-8%	i	0%	0%	nt
CC(=O)Nc1ccc2c(c1)nc1n2CCN(C(C)c2ccccc2)C1 (stereo not given)	6%	1.7%	5%	13%	-4%
CSc1nc(C)cc(C)c1C#N	1%	0.1%	-3%	-9%	-7%
COC(=O)Nc1nnc(-c2ccncc2)s1	15%	2.8%	0%	4%	-3%
Cc1cc(NCCCn2ccnc2)n2ncc(-c3ccc(Cl)cc3)c2n1	i	i	?	-16%	-6%
O=c1cc(-c2ccccc2)nc(Cc2c(Cl)cccc2Cl)[nH]1	-1%	i	8%	-8%	0%
CC(C)NCc1c(O)c(Br)cc2oc3c(c12)CCCC3	nt	0.9%	nt	9%	nt	VEEV TC-83 Vero 10K pilot screen=0.0
Cc1nc(-n2ncc(C#N)c2N)c2c3c(sc2n1)CCC3	9%	1.6%	-5%	2%	0%
CC(=O)Nc1cc(C)c(S(C)(=O)=O)c(C)c1	7%	1.2%	4%	-5%	1%
NS(=O)(=O)c1ccc(N/C=C\C(=O)c2ccc3ccccc3c2)cc1	19%	0.6%	8%	-10%	5%	VEEV TC-83 Vero 10K pilot screen=0.2
C(#CC1CCCCC1)c1ccc2c(c1)COc1c3ccccc3nn1-2	61%	0.6%	39%	-2%	-19%	VEEV TC-83 Vero 10K pilot screen=1.7
COc1ccc(OC)c(CNc2ccc(F)c(Cl)c2)c1	28%	3.7%	11%	-4%	-6%
CN(C)c1cccc(/C=C(\C#N)c2ccccc2)c1	22%	0.6%	11%	9%	9%
CCn1ccnc1CN(C)Cc1c(C(=O)N2CCCCCCC2)nc2ccc(Cl)cn12	32%	6.3%	-11%	3%	-8%
O=C(CC1CC2CCC1C2)NCc1cccs1 (stereo not given)	1.7µM*	i	-3%	-2%	4%
CCOC(=O)c1c(C)[nH]c(C(=O)O)c1C	-6%	2.3%	4%	2%	-4%
O=C(CSc1nnc(-c2ccco2)c(-c2ccco2)n1)Nc1ccccc1	24%	0.9%	0%	12%	-10%
Cc1cc(C(=O)CCC(=O)N(C)CC(=O)Nc2c(Cl)cccc2Cl)c(C)s1	-19%	9.1%	-8%	-6%	3%
Cc1cc(C)c(NC(=O)CSc2nnc(CNC(=O)c3ccco3)o2)c(C)c1	4%	3.3%	10%	-6%	-38%
COc1ccccc1Oc1coc2c(CN3CCOCC3)c(O)ccc2c1=O	1%	1.2%	-2%	-34%	1%
Cc1nnc(NC(=O)CSc2n[nH]c(-c3ccccc3C)n2)s1	nt	2.0%	3%	15%	-1%
COc1cccc(-c2ccc(NC(=O)C3CCCN(Cc4ccc(CO)o4)C3)cc2)c1 (stereo not given)	4%	4.9%	-6%	2%	-6%
O=C(CCC(=O)Nc1nnc(C2CCCCC2)s1)Nc1ccccc1	-11%	0.6%	2%	9%	7%
CC(C)C[C@H](NC(=O)c1[nH]cnc1C(=O)N[C@@H](Cc1ccccc1)C(=O)OCc1ccccc1)C(=O)OCc1ccccc1	-4%	i	2%	-3%	-7%
O=C(Nc1ccc(S(=O)(=O)N2CCN(c3ccccc3)CC2)cc1)c1cccs1	-8%	i	-9%	-6%	-10%

Entries shown so far with an aryl methoxy group:
SMILES	tuberculosis growth	VEEV TC-83 Vero	H37Rv inhibition	H1N1 NS1A inhibition	Salmonella PhoP GFP	others
COc1ccc(OC)c(CNc2ccc(F)c(Cl)c2)c1	28%	3.7%	11%	-4%	-6%
COc1ccccc1Oc1coc2c(CN3CCOCC3)c(O)ccc2c1=O	1%	1.2%	-2%	-34%	1%
COc1cccc(-c2ccc(NC(=O)C3CCCN(Cc4ccc(CO)o4)C3)cc2)c1 (stereo not given)	4%	4.9%	-6%	2%	-6%

The list goes on:
SMILES	tuberculosis growth	VEEV TC-83 Vero	H37Rv inhibition	H1N1 NS1A inhibition	Salmonella PhoP GFP	others
CCOC(=O)c1cc(NC(=O)Nc2nc3ccccc3s2)c(C)nc1C	-4%	4.2%	-1%	-5%	-8%
O=C(c1c(Cl)nc2sccn12)N1CCN(c2cccc(Cl)c2)CC1	0%	4.0%	7%	-14%	-10%
CC(=O)NC(C)C(c1cccs1)N1CCN(c2ccccc2)CC1 (stereo not given)	2%	0.1%	-8%	3%	-4%
CCC(C)NC(=O)c1csc2c1CCCCC2 (stereo not given)	40%	0.4%	7%	-13%	-5%
CCOC(=O)CNC(=O)N1CCc2ccc(NC(=O)c3ccccc3Cl)cc2C1	-1%	0.8%	0%	2%	2%
O=C(Cn1ncn2c(cc3cc(F)ccc32)c1=O)N1CCC2(CC1)OCCO2	5%	2.3%	-9%	-2%	3%
O=C(NCCCCNC(=O)c1ccccc1F)c1ccccc1F	15%	2.2%	-2%	0%	-4%
CSCCC(NC(=O)c1ccccc1Cl)C(=O)NCCc1ccccn1 (stereo not given)	-3%	i	9%	-9%	nt
CNC(=S)Nc1cccc(S(=O)(=O)NCc2ccco2)c1	18%	i	-4%	0%	nt
COc1ccc(Cl)cc1NC(=O)CN(C)C(=O)c1cn(-c2ccccc2)nc1-c1cccnc1	12%	5.7%	21%	10%	1%

Looked up one by one from the entries so far, four records:
SMILES	tuberculosis growth	VEEV TC-83 Vero	H37Rv inhibition	H1N1 NS1A inhibition	Salmonella PhoP GFP	others
O=C(NCCCCNC(=O)c1ccccc1F)c1ccccc1F	15%	2.2%	-2%	0%	-4%
O=C(c1c(Cl)nc2sccn12)N1CCN(c2cccc(Cl)c2)CC1	0%	4.0%	7%	-14%	-10%
CCOC(=O)CNC(=O)N1CCc2ccc(NC(=O)c3ccccc3Cl)cc2C1	-1%	0.8%	0%	2%	2%
CC(=O)NC(C)C(c1cccs1)N1CCN(c2ccccc2)CC1 (stereo not given)	2%	0.1%	-8%	3%	-4%

Additional structures
SMILES	tuberculosis growth	VEEV TC-83 Vero	H37Rv inhibition	H1N1 NS1A inhibition	Salmonella PhoP GFP	others
COc1ccc([N+](=O)[O-])cc1NC(=O)CC1SC(=Nc2cccc(C)c2C)N(/N=C(\C)c2ccc(C)cc2)C1=O (stereo not given)	-7%	4.6%	-4%	4%	1%
O=C1CC2C(CC(OC(=O)c3ccc(-c4ccccc4)cc3)C2CO)O1 (stereo not given)	4%	4.2%	0%	3%	-5%
CSc1nnc2c3c4c(sc3c(=O)n(-c3ccccc3)n12)CC(C)(C)OC4	18%	i	1%	-7%	-5%
Cc1ccccc1C(=O)NCCSc1ccccc1	0%	1.2%	7%	-1%	-4%
C=CCN1C(=O)/C(=C2/Sc3ccc(OC)cc3N2C)SC1=Nc1cccc(O)c1	-13%	i	8%	5%	5%	VEEV TC-83 Vero 10K pilot screen=0.0
COc1ccccc1NC(=O)COc1ccc(C(=O)OCC(=O)N(C(C)C)C(C)C)cc1OC	44%	3.9%	4%	-1%	-13%
CCOC(=O)[C@H]1[C@H]2COc3ccc(Br)cc3[C@H]2N2C(=O)CN(Cc3ccc(Cl)cc3)C(=O)[C@@]12C	nt	2.1%	nt	-2%	nt
O=C1CC2(CCN(C(=O)c3cccc(F)c3)CC2)Oc2ccccc21	-13%	4.1%	-10%	-5%	6%
CC(c1nnc(SCC(=O)Nc2ccc3[nH]c(=O)[nH]c3c2)n1Cc1ccccc1)N(C)C (stereo not given)	6%	3.0%	-9%	7%	1%
COC(=O)C(CCSC)NC(=O)c1cc2c(n(-c3ccccc3)c1=O)CCCC2=O (stereo not given)	-7%	1.0%	5%	-11%	2%
Cc1ccc(C(=O)Nc2sc3c(c2C(=O)O)CCCCC3)o1	64%	2.3%	-1%	-2%	-26%	VEEV TC-83 Vero 10K pilot screen=1.7
Nc1ccc(C(=O)NCCCSc2ccccc2)cc1[N+](=O)[O-]	16%	2.7%	3%	7%	12%
C=C1CCN([C@H](C(=O)NCc2ccc(Cl)cc2)C(C)C)S(=O)(=O)c2ccccc21	23%	2.7%	-1%	-21%	7%
O=C(N/N=C/c1ccc(Cl)cc1)c1cc(-c2cccnc2)nc2ccccc12	-2%	i	54%	1%	1%
CN(Cc1ccccc1)C(=S)Nc1cccnc1	0%	0.1%	11%	3%	2%
Cc1nnc(SCC(=O)N(CC(C)C)C2CCS(=O)(=O)C2)s1 (stereo not given)	nt	0.5%	5%	-2%	nt
O=C(/C=C/c1cccc([N+](=O)[O-])c1)c1ccc2c(c1)OCCO2	79%	46%	?	-5%	-11%
O=C(CCCC(=O)NN=Cc1cccc(O)c1)NN=Cc1cccc(O)c1	nt	0.8%	nt	-1%	nt
NS(=O)(=O)c1ccc(NC(=S)Nc2ccc(Br)c(Cl)c2)cc1	?	5.2%	?	1%	3%
CC(C)(CNC(=O)c1cccc(S(=O)(=O)Nc2ccc(Br)cc2)c1)N1CCOCC1	0%	3.7%	-6%	-6%	3%
CCCCNC(=O)Nc1ccccc1Br	66%	0.9%	-9%	-5%	-5%
CC(C)N(Cc1c(O)ccc2c(=O)c(-c3ccc(Cl)cc3)coc12)C(C)C	18%	6.3%	1%	1%	5%
CCN1C(=O)[C@H]2[C@@H](c3ccc(-c4cccc(Cl)c4)cc3)N[C@@](Cc3ccccc3)(C(=O)OC)[C@H]2C1=O	4%	i	-2%	2%	-8%	VEEV TC-83 Vero 10K pilot screen=0.3
Nc1nnc(SCC(=O)Nc2ccc3c(c2)OCCO3)s1	-6%	1.3%	2%	-1%	0%
Cc1ccc(N=CC2=C(O)CC(c3ccc(Cl)cc3)CC2=O)cc1 (stereo not given)	15%	i	-1%	-4%	-4%	VEEV TC-83 Vero 10K pilot screen=1.6
COC(=O)c1c(NC(=O)C2CCCCC2)sc2c1CC(C)(C)NC2(C)C	nt	i	-8%	4%	7%
Cc1ccc(CNC(=O)CNC(=O)[C@@H]2Cc3ccccc3CN2)cc1	2%	0.7%	6%	12%	12%
O=C(CN1CCC(O)(c2ccccc2F)CC1)NCCc1c[nH]c2ccccc12	24%	i	-7%	10%	1%
O=C1NC(c2ccc(Cl)cc2)=COc2ccccc21	47%	i	-7%	11%	-2%
CC(=O)N1CCN(c2ccc(NC(=O)c3ccc4c(c3)OCCO4)cc2)CC1	5%	0.4%	9%	-2%	-6%
Cc1cc(C)cc(NC(=O)N(C)Cc2ccccc2)c1	-4%	0.3%	1%	nt	-14%
O=C1c2ccccc2C(=O)N1CCc1nc(-c2ccncc2)no1	2%	i	-4%	-5%	1%
COc1cc(CNc2nc3ccccc3s2)cc(OC)c1OC	6%	0.5%	2%	2%	-5%
Cc1ccc(NS(=O)(=O)c2ccc(C(=O)N3CCOCC3)cc2)cc1	-8%	i	2%	0%	0%
CCN(C(=O)COc1nc(C)cc(C)c1C#N)c1ccccc1	-16%	i	0%	-6%	4%
C[C@H](NC(=O)c1[nH]cnc1C(=O)Nc1ccc(CNC(=O)OC(C)(C)C)cc1)C(=O)OCc1ccccc1	-4%	4.0%	0%	-4%	-12%
CC1CN(C(=O)c2cc(S(=O)(=O)N3CCCC3)ccc2Cl)CC(C)O1 (stereo not given)	nt	1.8%	nt	-5%	nt

Compound activity as filed in PubChem.
